OX1R antag-1: antagonists of human orexin 1 receptor. actives 0.43% (n = 330,000). AID 434989. CHO/OX1R cells, Fluo-8 calcium fluorescence, orexin A. inhibition, % at 5 µM. O43613;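 active means inhibition above its plate's threshold, mean inhibition of all tested compounds on the plate plus 3 SD, cut at about 37% in these data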;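 further: 0% = orexin A challenge wells and 100% = SB-334867-A antagonist wells; not every result past the cut was called active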
Target sequence (O43613 whole entry, looked up): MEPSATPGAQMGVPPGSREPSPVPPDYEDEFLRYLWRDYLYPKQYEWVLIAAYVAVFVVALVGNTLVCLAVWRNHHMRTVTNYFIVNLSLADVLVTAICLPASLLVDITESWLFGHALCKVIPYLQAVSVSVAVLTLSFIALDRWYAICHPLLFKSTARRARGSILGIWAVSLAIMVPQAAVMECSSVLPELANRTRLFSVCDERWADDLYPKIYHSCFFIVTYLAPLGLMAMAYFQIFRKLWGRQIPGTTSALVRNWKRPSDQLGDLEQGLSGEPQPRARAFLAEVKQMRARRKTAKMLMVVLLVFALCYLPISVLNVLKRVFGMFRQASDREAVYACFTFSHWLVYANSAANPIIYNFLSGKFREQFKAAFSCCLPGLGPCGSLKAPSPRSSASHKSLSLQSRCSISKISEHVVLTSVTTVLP
OX1R antag-2: OX1R (human) antagonism; OX1R-expressing cells, FRET antagonist read-out; AID 485270; O43613; inhibition, % at 6.6 µM; actives 1.8% (n = 330,000); in the data active means inhibition mostly above about 38%, no sharp cut-off; inactive means mostly below about 40%;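 further: 0% = agonist challenge alone and 100% = reference antagonist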
* marks the source's active call; other numbers are inactive results. Outcome played no part in choosing rows; overall some 2% were active at least once.

Start of the data: the first 14 records, to show the layout:
SMILES | OX1R antag-1 | OX1R antag-2
Cc1nc2c(C)cccn2c1/C(O)=C1\C(=O)C(=O)N(CCN2CCOCC2)C1c1cccs1 (configuration not stated) | -6 | -2
COC(=O)c1ncccc1SC | -14 | 8
COc1ccc(N=C/C=C2\C=C(c3ccccc3)OC(C)(C)O2)cc1 | -38 | 11
CCCN(CCC)C(=O)Cn1c(=O)c2sccc2n2c(=S)sc(-c3ccccc3)c12 | -21 | 10
CCOc1ccc(/C=N/n2c(COc3ccccc3)n[nH]c2=S)cc1OC | -24 | 0
CCOC(=O)c1nc2ccccc2c(=O)[nH]1 | -7 | 19
CC1CCCN(C(=O)COC(=O)COc2ccc(C#N)cc2)C1 (configuration not stated) | 4 | 1
Cc1ccc(C(=O)NC2(C(Cl)Cl)N=C(c3ccccc3)N=C2N)cc1 (configuration not stated) | -23 | 7
CC(=O)/C(=N/Nc1ccccc1C)N1CCOCC1 | -15 | 10
COc1ccc(NC(=O)CN2C(=O)c3cccc4cccc2c34)c(OC)c1 | -34 | 10
CCOc1ccc(CN2C(=O)c3ccccc3C2=O)cc1C(=O)NC1CC(C)(C)NC(C)(C)C1 | -24 | -1
Cc1ccccc1N1CCN(S(=O)(=O)c2cccs2)CC1 | -18 | 18
CCOC(=O)c1c(-c2ccccc2)nc2ccccn12 | -14 | 16
O=C(CCCSc1ccccc1)Nc1nc(-c2ccccn2)cs1 | -29 | 33

The listing (from the top)
SMILES | OX1R antag-1 | OX1R antag-2
Cc1nc2c(C)cccn2c1/C(O)=C1\C(=O)C(=O)N(CCN2CCOCC2)C1c1cccs1 (configuration not stated) | -6 | -2
COC(=O)c1ncccc1SC | -14 | 8
COc1ccc(N=C/C=C2\C=C(c3ccccc3)OC(C)(C)O2)cc1 | -38 | 11
CCCN(CCC)C(=O)Cn1c(=O)c2sccc2n2c(=S)sc(-c3ccccc3)c12 | -21 | 10
CCOc1ccc(/C=N/n2c(COc3ccccc3)n[nH]c2=S)cc1OC | -24 | 0
CCOC(=O)c1nc2ccccc2c(=O)[nH]1 | -7 | 19
CC1CCCN(C(=O)COC(=O)COc2ccc(C#N)cc2)C1 (configuration not stated) | 4 | 1
Cc1ccc(C(=O)NC2(C(Cl)Cl)N=C(c3ccccc3)N=C2N)cc1 (configuration not stated) | -23 | 7
CC(=O)/C(=N/Nc1ccccc1C)N1CCOCC1 | -15 | 10
COc1ccc(NC(=O)CN2C(=O)c3cccc4cccc2c34)c(OC)c1 | -34 | 10
CCOc1ccc(CN2C(=O)c3ccccc3C2=O)cc1C(=O)NC1CC(C)(C)NC(C)(C)C1 | -24 | -1
Cc1ccccc1N1CCN(S(=O)(=O)c2cccs2)CC1 | -18 | 18
CCOC(=O)c1c(-c2ccccc2)nc2ccccn12 | -14 | 16
O=C(CCCSc1ccccc1)Nc1nc(-c2ccccn2)cs1 | -29 | 33
CC(C)N(C(=O)[C@H]1CC(CC(=O)NCCN2CCOCC2)C(=O)N2CCc3c([nH]c4ccccc34)[C@]12C)C(C)C (some centres not stated) | -10 | 10
Nc1c(C(=O)c2ccccc2)oc2ccc(Br)cc12 | 24 | 59*
O=C(O)CCCCCNC(=O)c1cccc(Br)c1 | 4 | 5
Cc1cccn2cc(CNS(=O)(=O)c3ccc4ccccc4c3)nc12 | -11 | 24
Cc1cc(C)c(C#N)c(SCC(=O)Nc2ccc3c(c2)OCO3)n1 | -9 | 10
COc1ccc(Cl)cc1NC(=O)CSc1nnc(C)c(=O)n1N | -7 | -4
O=C(O)C1CSC2(c3ccc(Br)cc3)CCC(=O)N12 (configuration not stated) | -11 | 22
CC(=O)C1=C(C)NC(=O)NC1c1ccccc1 (configuration not stated) | -5 | 9
CC1(C)Cc2ccccc2-c2nnc(SCC(=O)Nc3ccc4c(c3)OCO4)n21 | -13 | 17
COC(=O)c1cc(F)c(-n2cncn2)c(F)c1 | -2 | -8
Cc1ccc2oc(=O)c3cnn(CC(=O)NCCc4ccsc4)c3c2c1 | -21 | 12
COC(=O)[C@H](CCSC)NC(=O)NCCC1=CCCCC1 | -4 | 4
CCCCCCc1cc2cc(S(=O)(=O)c3ccc(F)cc3)c(=O)oc2cc1O | 8 | 17
Cc1cccc(C(=O)NCCN2CCN(c3ccccc3)CC2)c1 | -22 | -2
O=C(COC(=O)c1ccccc1)c1ccc(Br)cc1 | -27 | 12
CCOc1cc(/C=C2/NC(=O)NC2=O)cc([N+](=O)[O-])c1O | 4 | 80*
CC(=O)Nc1ccc(C(=O)Nc2ccc(S(=O)(=O)NCC3CCCO3)cc2)cc1 (configuration not stated) | -13 | 10
CCCSc1nc2c(cnn2-c2ccc(Cl)cc2)c(=O)[nH]1 | -4 | -7
O=C(COc1ccc(Br)cc1CO)Nc1ccc(F)cc1 | -6 | 23
O=C(COC(=O)/C=C/c1ccc(OC(F)F)cc1)NC1CCCCC1 | -9 | 10
O=C1CC(c2ccco2)c2ccc3ccccc3c2N1 (configuration not stated) | -13 | 34
COc1ccc(NC(=O)CCc2ccc(OC)c(OC)c2)cn1 | -3 | 10
CN(CC(=O)Nc1ccccc1Cl)C(=O)c1ccc(Cl)c(S(=O)(=O)N2CCCCCC2)c1 | -24 | 4
CCCS(=O)(=O)N1CCN=C1SCc1cccc2ccccc12 | -34 | 9
Cc1cc2c(ncn2C(C)C)c(N)c1C | -4 | 8
Cc1cc(NC(=O)CCN2C(=O)/C(=C/c3ccccc3Cl)SC2=S)no1 | -27 | 19
Cc1ccc2c(C)nc(/N=C(\N)NC(=O)N3c4ccccc4Sc4ccccc43)nc2c1 | -11 | 9
Clc1ccc(OCc2nc(-c3ccc(Br)o3)no2)cc1 | -18 | 20
COc1cccc(C2CC(=O)NC(SC)=C2C#N)c1 (configuration not stated) | -15 | 2
CN(C)c1ccc(/C=N\Nc2ccccn2)cc1 | -9 | 17
CN(C)CCN(Cc1cc2cc3c(cc2nc1Cl)OCO3)C(=O)c1ccco1 | -8 | 6
COc1ccc(C2C(C#N)=C(N)N(c3sc4c(c3C#N)CCCC4)C3=C2C(=O)CC(C)(C)C3)cc1 (configuration not stated) | -10 | 25
COc1ccc(CNC(=O)c2ccc(CS(=O)(=O)c3ccccc3C)o2)cc1 | -35 | 12
Cc1ccc(-c2csc(NC(=O)c3cccc([N+](=O)[O-])c3C(=O)O)n2)cc1 | -7 | 13
COc1ccc(OCC(=O)OCC(=O)NCc2ccc(F)cc2)cc1 | -12 | 11
CCOC(=O)c1c(NC(=O)Cn2nc(C(=O)O)c3ccccc3c2=O)sc(C)c1C | -24 | 24
COc1cc(C2C(C(C)=O)=C(O)C(=O)N2c2ccc(Br)cn2)ccc1O (configuration not stated) | -3 | 1
O=c1[nH]cnc2cc(-c3ccccc3)sc12 | 9 | 16
CCCc1nc2oc3c(NCCCN(C)C)ncnc3c2c2c1CCCC2 | -15 | 7
CCN(CC)S(=O)(=O)c1cccc(NC(=S)NC(=O)/C=C/c2ccc(S(=O)(=O)N3CCOCC3)cc2)c1 | -19 | 21
COc1cc([N+](=O)[O-])ccc1NC(=O)COC(=O)c1n[nH]c2ccccc12 | 8 | 41
CCOc1ccc(C(CC(=O)O)NC(=O)c2cccs2)cc1OC (configuration not stated) | 0 | 17
COc1cnc(SC)nc1Nc1ccc(C#N)cc1 | -18 | 8
COC(=O)C1C2C=CC3(CN(CCc4ccccc4)C(=O)C13)O2 (configuration not stated) | -20 | 7
Cn1c(CNC(=O)C(Cc2ccccc2)NC(=O)c2cccc(F)c2)cc(=O)n(C)c1=O (configuration not stated) | 3 | 5
CCOc1ccc(OCC)c(NC(=O)CN2CCN(C(=O)c3ccco3)CC2)c1 | 4 | 7

(list continues)
SMILES | OX1R antag-1 | OX1R antag-2
Cc1ccc(S(=O)(=O)N2CC3CCCC2C3)cc1 (configuration not stated) | -23 | 19
Cc1c(C(=O)Nc2c(N)nc(SCC(=O)NCC3CCCO3)[nH]c2=O)cccc1[N+](=O)[O-] (configuration not stated) | 2 | 21
CSc1ncccc1C(=O)NCCc1ccc(S(N)(=O)=O)cc1 | -8 | 16
CC1CN(C(=O)c2ccccc2OCc2ccc(Cl)cc2Cl)CC(C)O1 (configuration not stated) | -16 | 3
CCCNC(=O)OCCC12CC3CC(CC(C3)C1)C2 | -7 | 6
CC(C)(Oc1ccc(Cl)cc1)C(=O)OCC(=O)N1CCN(c2ccccc2)CC1 | -9 | 12
O=C(CCCSc1nc(-c2ccco2)cc(C(F)(F)F)n1)Nc1ccc2c(c1)OCO2 | -28 | 39
Cc1nnc(NC(=O)c2nc(S(=O)(=O)Cc3ccccc3)ncc2Cl)s1 | -14 | 20
O=C(CSc1nnc(-c2ccco2)n1-c1ccccc1)NCc1ccc2c(c1)OCO2 | 5 | 27
Cn1c(SCC(=O)NCCc2ccccc2)nnc1-c1ccncc1 | 0 | 10
CCOc1cc(/C=N/NC(=O)Nc2ccccc2)ccc1O | -35 | 12
CCO[C@H]1OC(C(=O)N2CCN(Cc3ccc4c(c3)OCO4)CC2)=C[C@@H](c2ccc(C(F)(F)F)cc2)[C@@H]1CCCO | -5 | 4
C=CCn1c(-c2cccn(Cc3cccc(Cl)c3)c2=O)n[nH]c1=S | 4 | 11
CC(=O)C[C@H](O)CC(=O)[C@H]1OC(=O)CCCCCc2ccccc21 | -2 | -3
COc1ccc(-c2cn3cccnc3n2)cc1 | -9 | 38
CC(C)(C)n1ncc2c(=O)n(CC(=O)N3CCCCCC3)cnc21 | -17 | 17
Cc1ccc(NC(=S)Nc2ccc(Cl)c(Cl)c2)c(OC(F)F)c1 | -4 | 4
O=C(COc1ccccc1)Nc1ccc(S(=O)(=O)N2CCCCCC2)cc1 | 1 | 4
O=C(COC(=O)CC1CCCC1)Nc1ccc(OC(F)F)cc1 | -10 | 12
O=C(CSC1=Nc2ccccc2C2=NC(CC(=O)NCc3ccco3)C(=O)N12)NCc1ccco1 (configuration not stated) | -8 | 11
Clc1ccc2c(c1)c1cc(Cl)ccc1n2CN1CCOCC1 | -29 | 23
O=C(COC(=O)Cc1c(Cl)cccc1Cl)NCC1CCCO1 (configuration not stated) | 3 | 0
CC(C)(C)NC(=O)COC(=O)c1cc(Br)ccc1Cl | -13 | 5
COCCn1nnnc1C(c1ccccc1OC)N1CCN(c2ccccc2)CC1 (configuration not stated) | -19 | 23
COc1ccc(N/N=C(/N=Nc2nc(C)cc(=O)[nH]2)c2ccccc2)cc1 | -30 | 11
CCc1sc2nc(SCC(=O)Nc3cc(C)on3)n(-c3cccc(OC)c3)c(=O)c2c1C | -28 | 12
C/C(=N\NC(=O)C(c1ccccc1)c1ccccc1)c1ccccn1 | -6 | 6
C=CCNC(=O)c1ccccc1NC(=O)c1ccccc1 | -26 | 7
CCN(CC)CCNC(=O)c1ccc(NC(=O)COc2ccccc2F)cc1 | -21 | 5
Cc1ccc(OCC(=O)c2cc(C)c(C)cc2C)c([N+](=O)[O-])n1 | -18 | 12
O=S(=O)(c1ccc(NC(=S)N/N=C/c2ccc(N3CCOCC3)cc2)cc1)N1CCOCC1 | -6 | 9
COc1cc(N)ccc1C(=O)O | -4 | 12
O=C(c1cc(-c2ccccc2)on1)N1CCN(c2ccccc2)CC1 | -6 | 21
CCCn1c(N)c(Br)c(=O)[nH]c1=O | -13 | 16
COC(=O)CSc1ncnc2c1sc1nc(-c3ccco3)c3c(c12)CC(C)(C)OC3 | -21 | 6
Cc1ccc(Cl)c(OCC(=O)N2CCc3ccccc3C2)c1 | -18 | 3
O=C(CN1CCCCC1)n1c2ccccc2c2ccccc21 | -20 | 6
CCCCOc1ccccc1/C=N/NC(=O)CC#N | -21 | 13
COCCN(C(=O)c1cc(-c2ccco2)nc2ccccc12)c1c(N)n(Cc2ccccc2)c(=O)[nH]c1=O | -13 | 5
COc1ccc(C2=NN(C(=O)CCC(=O)O)C(c3ccc(F)cc3)C2)cc1 (configuration not stated) | 3 | 10
CCOC(=O)c1c(-c2ccc(C)o2)csc1NC(=O)COC(=O)c1ccc(NC(N)=O)cc1 | -12 | 28
O=C1NCCNC(=O)c2ccccc2OCCOc2ccccc21 | -9 | 10
O=C(Cc1ccc(F)cc1)NC1CCCCCC1 | -11 | 4
CC1=C(C(=O)N(C)Cc2ccccc2)C2(CCC(C)CC2)OC1=O (configuration not stated) | -11 | 9
C=CCn1c(=NC(=O)c2cccs2)sc2cc(NC(C)=O)ccc21 | -20 | 16

Full records, quoted from the list. Order of screens: OX1R antag-1	OX1R antag-2
Entry for O=C(Cc1ccc(F)cc1)NC1CCCCCC1 = -11	4
Entry for O=C(CN1CCCCC1)n1c2ccccc2c2ccccc21 = -20	6

(more compounds)
SMILES | OX1R antag-1 | OX1R antag-2
CC1CC(C)CN(C(=O)COC(=O)c2ccc3c(c2)OCO3)C1 (configuration not stated) | -2 | 0
Cc1ccc(S(=O)(=O)c2c(C)nn(C(C)(C)C)c2OC(=O)c2ccc(Br)o2)cc1 | -11 | 30
CSc1nsc(SC)c1C(=O)N1CCN(S(=O)(=O)c2ccc(C)cc2)C1C (configuration not stated) | -39 | 30
O=C(Nc1ccc2c(c1)OCCO2)c1cccnc1 | -10 | 12
O=S(=O)(N=S(N1CCCCC1)N1CCCCC1)c1ccccc1 | -14 | 14
Cc1onc(-c2c(F)cccc2Cl)c1C(=O)NNC(=O)C1CCN(Cc2ccccc2)CC1 | -8 | 13
CC(=O)c1cnn(-c2cc(Oc3ccccc3C)ncn2)c1C | -18 | 9
CC(=O)c1ccn(S(=O)(=O)c2ccccc2)c1 | 0 | -5
Cc1cc(C)c(NC(=O)CSc2nccn2C)c(C)c1 | 2 | 17
COc1ccccc1-n1cnnc1SCC(=O)NCc1cccs1 | -20 | 17
CCOc1ccc(C(c2c(NC(=O)c3ccccc3)sc(C)c2C)N2CCN(CCO)CC2)cc1 (configuration not stated) | -31 | 10
COc1cc2[nH]c(=O)n(CCCC(=O)N3CC=C(c4ccccc4)CC3)c(=O)c2cc1OC | -8 | 27
CS(=O)(=O)c1ccccc1C(=O)Nc1cc(Cl)ccc1-n1cncn1 | -7 | 9
COC(=O)c1cccc(N(CC(=O)NC2CCCC2)C(=O)CCC(=O)Nc2cc(C)on2)c1 | -10 | 7
Nc1c(C(=O)NC2CCCC2)c2nc3ccccc3nc2n1/N=C/c1cccnc1 | -14 | 13
